# MITF TRPM1 HTS = MITF TRPM1 promoter activation in melanoma cells. SK-MEL-5 TRPM1-promoter luciferase, 24 h; % of positive control, neutral wells = 0. activation, % at 12.5 µM. actives 0.75% (n = 300,000). AID 588334;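 active means mean activation of at least 80% with every replicate also reaching 80%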;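 further: 0% = neutral control wells and 100% = parthenolide positive control wells; values of inactives mirror those of a sister screen read the other way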
# dFosB act = activators of mouse delta FosB homodimer | purified delta FosB, TAMRA-CDK5 oligo fluorescence polarization; percent of positive-control signal above neutral wells | activation, % at 25 µM | actives 0.99% (n = 340,000) | AID 493131;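 active means mean activation above about 17%, with every replicate also reaching it, limit read from the data, passing the limit was not always enough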;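 further: fluorescence polarization rise as delta FosB binds a TAMRA Cdk5 AP-1 oligo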
# Target sequence (P13346 whole entry, looked up): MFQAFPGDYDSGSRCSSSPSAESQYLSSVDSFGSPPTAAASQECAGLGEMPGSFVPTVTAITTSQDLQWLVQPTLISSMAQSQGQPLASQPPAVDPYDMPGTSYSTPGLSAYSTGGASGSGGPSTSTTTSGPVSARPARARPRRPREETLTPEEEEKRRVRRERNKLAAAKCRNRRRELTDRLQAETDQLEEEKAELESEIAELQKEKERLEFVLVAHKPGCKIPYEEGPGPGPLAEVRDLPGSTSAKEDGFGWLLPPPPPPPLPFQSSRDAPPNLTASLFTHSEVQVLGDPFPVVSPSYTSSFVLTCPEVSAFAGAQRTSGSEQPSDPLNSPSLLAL
# Wnt act = activators of Wnt/beta-catenin signaling; Wnt/beta-catenin reporter cell assay, activator, plate reader; activation, % at 9.35 µM; actives 1.2% (n = 300,000); in the data active means activation above about 30%, passing the limit was not always enough;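 further: 0% = neutral control wells and 100% = positive control wells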
# cardiac RTF act = cardiac RTF calcium sensitization. P19429+P45379. IANBD-labeled TnC RTF fluorescence at EC20 calcium; 0% EC20 calcium, 100% full calcium. activation, % at 7.2 µM. actives 0.24% (n = 340,000);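 active means activation above the mean over all tested compounds plus 3 SD, cut at about 30% in these data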;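 further: rise in fluorescence read as greater calcium sensitivity of cardiac thin filaments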
# SR-BI uptake up = activators of SR-BI mediated HDL lipid uptake. AID 504775. activation, % at 12.5 µM. actives 0.096% (n = 320,000). CHO ldlA[mSR-BI] cells, DiI-HDL uptake fluorescence, 3 h; 100 = double the neutral-control signal;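 active means mean replicate activation of at least 60% and every replicate at or above 60%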;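 further: 0% = median plate neutral-control signal and 100% = twice that signal; values of inactives mirror those of a sister screen read the other way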
#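 Test system: SR-BI-overexpressing, LDLR-lacking CHO cells; Also added: labelled HDL, 10 µg/mL; Measured by: bottom-read cell fluorescence after medium removal, ex 550/em 595 nm; Timing: 3 h uptake period with compound, 37 °C; Buffer or medium: F12, 0.5% BSA, 25 mM HEPES; Doses: single compound concentration, delivered by pin transfer.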
# HTR5A ag ctr = HTR5A agonism, opioid heterodimer counter-screen; P47898; HTR5A agonist assay, luminescence, cell-based; activation, % at 9.3 µM; actives 0.61% (n = 340,000); in the data active means activation mostly above about 9.5%, no sharp cut-off; inactive means mostly below about 7.6%;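 further: 0% = cells with vehicle only and 100% = reference agonist; strong numbers were not always called active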
# Target sequence (P47898 whole entry, looked up): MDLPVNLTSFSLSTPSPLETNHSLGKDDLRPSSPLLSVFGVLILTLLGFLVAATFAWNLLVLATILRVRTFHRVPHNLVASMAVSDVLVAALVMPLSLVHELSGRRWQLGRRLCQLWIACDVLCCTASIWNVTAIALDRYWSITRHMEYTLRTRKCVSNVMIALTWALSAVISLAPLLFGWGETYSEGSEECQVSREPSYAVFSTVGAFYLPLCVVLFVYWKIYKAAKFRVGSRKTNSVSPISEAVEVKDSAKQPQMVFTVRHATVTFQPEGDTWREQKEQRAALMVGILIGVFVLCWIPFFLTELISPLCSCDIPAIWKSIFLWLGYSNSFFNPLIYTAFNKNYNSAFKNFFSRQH
# PvdQ acylase = P. aeruginosa PvdQ acylase inhibition | purified PvdQ acylase, fluorescence plate reader | inhibition, % at 10 µM | actives 0.063% (n = 340,000); in the data active means inhibition above about 30%, passing the limit was not always enough;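 further: 0% = vehicle neutral wells and 100% = reference inhibitor wells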
# Rtt109 HAT inh = C. albicans Rtt109 histone acetyltransferase inhibition. Q5AAJ8. purified Rtt109/Vps75, ThioGlo CoA-SH fluorescence, 4 h. inhibition, % at 34.9 µM. actives 0.16% (n = 330,000). AID 540336;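 active means inhibition of at least 50% in every replicate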
# Target sequence (Q5AAJ8 whole entry, looked up): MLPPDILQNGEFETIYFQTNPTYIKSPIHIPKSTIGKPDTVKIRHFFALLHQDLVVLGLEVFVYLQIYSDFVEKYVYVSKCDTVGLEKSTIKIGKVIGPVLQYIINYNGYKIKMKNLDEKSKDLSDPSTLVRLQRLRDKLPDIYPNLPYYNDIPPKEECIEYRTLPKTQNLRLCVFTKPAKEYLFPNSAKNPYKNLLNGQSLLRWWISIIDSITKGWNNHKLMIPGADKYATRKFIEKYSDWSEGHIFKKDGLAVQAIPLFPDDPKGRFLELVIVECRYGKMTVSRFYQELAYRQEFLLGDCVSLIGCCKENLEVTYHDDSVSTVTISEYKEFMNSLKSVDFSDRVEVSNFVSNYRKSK
# CDK5 p35 inh = inhibitors of human CDK5/p35 kinase; Recombinant CDK5/p35, ADP-Glo luminescence, 60 min; inhibition, % at 10 µM; Q00535+Q15078; AID 488839; actives 0.01% (n = 330,000);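 active means highest replicate inhibition of at least 50% and at least 75% of replicates reaching 50%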;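 further: plate controls were DMSO neutral control for no effect and GW8510 at 10 µM for full effect; many of its hits are not listed in these tables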
# SR-BI DiI inh = mouse SR-BI HDL lipid transfer inhibition; inhibition, % at 12.5 µM; Q61009; ldlA[mSR-BI] CHO cells, DiI-HDL uptake fluorescence, 3 h; actives 0.96% (n = 320,000); AID 488896;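 active means mean replicate inhibition of at least 70% and a set share of replicates each scoring 70 or more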;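 further: 0% = median of neutral control wells and 100% = median of positive control wells; values of inactives mirror those of a sister screen read the other way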
# * marks the source's active call; other numbers are inactive results; . = no result given. Compounds as they come. About 4.4% of those tested had a hit in this group.
[1] CCOc1cnn(Cc2ccccc2)c(=O)c1SCc1ccccc1
[2] CCCCn1c(N)c(N(CC(C)C)C(=O)c2cccc(S(=O)(=O)N(C)c3ccccc3)c2)c(=O)[nH]c1=O
[3] Cc1cc(Cl)ccc1NNC(N)=S
[4] CCOC(=O)N1CCN(C(=O)CN(C2CCCCC2)S(=O)(=O)c2ccc(C)cc2)CC1
[5] COCCOc1cc(NC(=O)CS(=O)(=O)CC(=O)N(C)C)c(Cl)cc1Cl
[6] CCS(=O)(=O)N1Cc2ccccc2CC1C(=O)N(C)Cc1ccc(OC)cc1OC (stereo unspecified)
[7] CCOC(=O)c1c(C)[nH]c(C(=O)OCC(O)=C(C#N)c2nc3ccccc3[nH]2)c1C
[8] CCOC(=O)N1CCN(C(=O)C2CCN(C(=O)c3cc4sccc4n3CC)CC2)CC1
compound no.	1	2	3	4	5	6	7	8
MITF TRPM1 HTS	0	-5	-2	-3	-3	-12	-5	4
dFosB act	-9	3	-1	-4	-10	-16	8	0
Wnt act	.	-5	-1	-6	0	0	-6	1
cardiac RTF act	1	-12	-5	-4	0	-4	3	-3
SR-BI uptake up	43	9	-19	6	0	-11	-8	-31
HTR5A ag ctr	0	-1	2	-5	-1	6	13*	3
PvdQ acylase	0	-7	-2	-16	-13	-10	-7	-2
Rtt109 HAT inh	4	5	6	9	-4	-6	2	-9
CDK5 p35 inh	-2.1	0.8	1.0	0.0	-2.9	-1.6	-3.8	1.3
SR-BI DiI inh	-43	-9	19	-6	0	11	8	31

[9] CC1CCN(Cc2nnnn2CCCC(=O)NCCN2CCOCC2)CC1
[10] CCCOC(=O)CCCCCCCCC(O)CN1CCCCC1 (stereo unspecified)
[11] CN(c1nc(-c2ccc(Br)cc2)cs1)C1CCS(=O)(=O)C1 (stereo unspecified)
[12] CC(C)CCN(C(=O)Nc1ccccc1)C(C)c1cccs1 (stereo unspecified)
[13] O=c1[nH]c2ccc(S(=O)(=O)NCc3ccccn3)cc2s1
[14] O=C(CSc1nnc(NC(=O)c2c(F)cccc2F)s1)NCc1ccccc1
[15] Cc1ccc(C)c(NC(=O)CSc2nccn2Cc2ccco2)c1
[16] COc1cc(OC)c(C(=O)CCC(=O)O)cc1OC
compound no.	9	10	11	12	13	14	15	16
MITF TRPM1 HTS	7	-9	54	-4	.	5	31	2
dFosB act	2	-5	-4	-11	-2	-9	2	5
Wnt act	0	-1	7	.	-7	0	7	.
cardiac RTF act	-2	-4	-4	0	1	-5	-2	4
SR-BI uptake up	12	11	-13	2	-6	4	16	6
HTR5A ag ctr	9	-2	4	-2	0	0	-5	0
PvdQ acylase	-2	-8	-9	-13	-3	13	-13	0
Rtt109 HAT inh	4	-3	2	0	-13	5	6	-2
CDK5 p35 inh	-1.1	-0.2	-2.3	-0.3	-1.6	0.1	-2.5	-1.1
SR-BI DiI inh	-12	-11	13	-2	6	-4	-16	-6

[17] O=C(NN=Cc1cccc2ccccc12)C1CC1
[18] O=C(CCNc1n[nH]c(=O)[nH]c1=O)N/N=C/c1ccc(Cl)cc1
[19] COc1ccccc1NC(=O)CSc1nnc(C2CCCCC2)n1C
[20] Cc1ccc(N=C2NC(=O)/C(=C\c3ccco3)S2)cc1
[21] CCc1nc2cc(Cl)c(Cl)cc2[nH]1
[22] Cc1nn(-c2ccccc2)c2sc(-c3nnc(SCC(=O)O)o3)cc12
[23] COc1ccccc1N(CC(=O)NC(C)(C)C)S(=O)(=O)c1cccs1
[24] C=CCN1C(=O)[C@H]2CCC=C[C@H]2[C@@H]1c1cccc(C)c1
compound no.	17	18	19	20	21	22	23	24
MITF TRPM1 HTS	13	20	-8	45	-7	-4	4	3
dFosB act	-13	-4	3	-5	1	-28	0	-4
Wnt act	-1	-2	.	11	.	0	-2	-2
cardiac RTF act	-8	4	-7	2	0	1	2	1
SR-BI uptake up	13	10	20	.	-15	9	29	1
HTR5A ag ctr	-1	1	3	-1	2	-4	2	-1
PvdQ acylase	-4	-17	8	-10	-6	2	14	-18
Rtt109 HAT inh	2	-12	-2	7	5	8	-3	0
CDK5 p35 inh	1.2	1.3	0.4	-1.7	1.9	3.1	-0.3	-1.0
SR-BI DiI inh	-13	-10	-20	.	15	-9	-29	-1

# Just CDK5 p35 inh, SR-BI uptake up and cardiac RTF act, for 2 of the compounds above:
no. | smiles | CDK5 p35 inh | SR-BI uptake up | cardiac RTF act
15 | Cc1ccc(C)c(NC(=O)CSc2nccn2Cc2ccco2)c1 | -2.5 | 16 | -2
16 | COc1cc(OC)c(C(=O)CCC(=O)O)cc1OC | -1.1 | 6 | 4

# Carrying on.
[25] COC(=O)c1c(NC(=O)CC2Sc3ccc(C(F)(F)F)cc3NC2=O)sc(C)c1C (stereo unspecified)
[26] COc1ccccc1-n1c(-c2cc(-c3ccco3)[nH]n2)n[nH]c1=S
[27] CC1(C)C2CC=C(/C=N/NC(=O)c3ccc(O)cc3)C1C2 (stereo unspecified)
[28] CC(=O)Nc1ccc(/C(C)=N/NS(=O)(=O)c2ccc(C)cc2)cc1
[29] CCCCCCCn1c(=N)n(CC(O)c2ccco2)c2ccccc21 (stereo unspecified)
[30] CCOC(=O)CCCCC(=O)c1[nH]c(=O)[nH]c1CSc1nc(C)cc(C)n1
[31] COCCn1c(=O)[nH]c2cc(C(=O)N3CCN(c4ccccc4)CC3)ccc2c1=O
[32] Cc1cc(=O)oc(C)c1C(=O)NCCCN1CCN(c2ccc(F)cc2)CC1
compound no.	25	26	27	28	29	30	31	32
MITF TRPM1 HTS	4	.	-1	13	-28	-5	-15	-7
dFosB act	-4	-9	-16	1	-3	-5	5	-6
Wnt act	-2	2	-1	.	-3	.	.	.
cardiac RTF act	5	0	7	-5	-5	12	-1	-2
SR-BI uptake up	17	-4	3	.	-1	13	14	-8
HTR5A ag ctr	-1	8	-2	2	1	2	3	-2
PvdQ acylase	-15	-11	-12	0	-20	-9	-2	-11
Rtt109 HAT inh	0	1	8	4	18	4	-3	6
CDK5 p35 inh	1.6	0.1	0.4	-0.7	-9.2	-0.2	-0.4	-1.7
SR-BI DiI inh	-17	4	-3	.	1	-13	-14	8

# Screen by screen, as entered above.
# Compounds 1–11 in cardiac RTF act: 1, -12, -5, -4, 0, -4, 3, -3, -2, -4, -4
# Compounds 1–11 in SR-BI DiI inh: -43, -9, 19, -6, 0, 11, 8, 31, -12, -11, 13
# Compounds 1–11 in SR-BI uptake up: 43, 9, -19, 6, 0, -11, -8, -31, 12, 11, -13

# Additional entries follow:
[33] Cc1nn(-c2ccccc2)c2sc(C(=O)NCCN3CCOCC3)cc12
[34] CCCc1ccc(OCC(=O)NNC(=S)NC(=O)c2ccco2)cc1
[35] COc1ccc(NC(=O)CN2CCN(S(=O)(=O)c3ccc(Cl)cc3)CC2)cc1
[36] O=c1c2ccccc2nc(-c2ccccc2)n1Cc1ccccc1
[37] Cc1cc(C)n(CCN(C)c2nc3nonc3nc2NC2CC2)n1
[38] CCCOc1cccc(-c2cc(C(=O)N/N=C/c3cccnc3)c3ccccc3n2)c1
[39] Cc1cc(/C=C(/C#N)c2cccc(Cl)c2)c(C)n1C
[40] O=c1c2cn[nH]c2[nH]c(=S)n1-c1ccccc1Cl
compound no.	33	34	35	36	37	38	39	40
MITF TRPM1 HTS	.	-8	-4	13	8	10	7	8
dFosB act	-35	-11	-7	0	-3	3	-2	10
Wnt act	-1	.	-4	22	.	2	3	6
cardiac RTF act	10	0	-1	0	-7	6	1	0
SR-BI uptake up	-64	18	-11	1	15	.	13	15
HTR5A ag ctr	6	-7	-4	-8	2	1	6	0
PvdQ acylase	-8	4	-5	24	-12	12	-8	-12
Rtt109 HAT inh	-8	-1	-10	-4	-13	8	-3	0
CDK5 p35 inh	-1.4	0.0	-0.8	-1.2	-0.9	-1.3	-0.5	0.1
SR-BI DiI inh	64	-18	11	-1	-15	65	-13	-15

[41] CC(=O)Nc1cccc(NC(=O)Cc2cccs2)c1
[42] CCCCOc1ccc(C(=O)Nc2cccc(C)n2)cc1
[43] COc1cccc(-n2c(C)nc3c(cnn3-c3ccc(Cl)cc3)c2=O)c1
[44] COc1ccc(CC(=O)N2CCCC2)c(OC)c1
[45] Cc1ccc2cc(CN(C)S(C)(=O)=O)c(=O)[nH]c2c1
[46] CN(C)c1ccc(C(C(=O)NCC2CCCO2)N(Cc2ccccc2)C(=O)c2snc(C(N)=O)c2N)cc1 (stereo unspecified)
[47] CC(=O)Nc1cccc(NC(=O)CSc2nnnn2C(C)C)c1
[48] Cc1cccc(C)c1NC(=S)N/N=C1\CC2CC=CC12 (stereo unspecified)
compound no.	41	42	43	44	45	46	47	48
MITF TRPM1 HTS	2	103*	-1	14	-12	5	12	1
dFosB act	-9	-14	-9	-1	5	-11	-1	-2
Wnt act	-1	.	0	0	0	1	0	-1
cardiac RTF act	-7	-2	3	4	.	3	3	-1
SR-BI uptake up	-4	-5	12	.	14	.	-12	-6
HTR5A ag ctr	7	0	1	-2	.	-1	0	-2
PvdQ acylase	19	11	-12	-6	15	-13	-9	3
Rtt109 HAT inh	14	11	-1	6	28	-1	-9	14
CDK5 p35 inh	0.8	6.4	-0.6	-0.6	0.6	1.2	-1.4	1.6
SR-BI DiI inh	4	5	-12	.	-14	.	12	6

# Copied from the list:
# Result of CC(=O)Nc1cccc(NC(=O)Cc2cccs2)c1 in PvdQ acylase: 19
# Result of Cc1cccc(C)c1NC(=S)N/N=C1\CC2CC=CC12 (stereo unspecified) in SR-BI uptake up: -6

# Next compounds.
[49] CCc1nc2ccc(C(=O)N3CCN(c4ccccc4F)CC3)cc2nc1CC
[50] O=C(O)C1CCCCC1C(=O)NCCc1ccccc1 (stereo unspecified)
[51] c1ccc(-c2nc(C3CCCCC3)c3ccccc3n2)cc1
[52] CCOc1cccc(Nc2ccc([N+](=O)[O-])cn2)c1
[53] Cc1cc(=O)n2c3ccccc3n(CC(O)CN3CCN(Cc4ccccc4)CC3)c2c1C#N (stereo unspecified)
[54] CC(=O)N1CCN(Cc2nc3cc(NC(=O)c4ccc(F)cc4)ccc3n2C)CC1
[55] Cc1ccc(CNC(=O)C2CCN(S(=O)(=O)c3cnc[nH]3)CC2)cc1
[56] COc1cc(/C=C2\SC(=S)N(NC(=O)c3ccccc3OC)C2=O)ccc1O
[57] O=C(Nc1nccs1)c1ccc(Br)c(S(=O)(=O)N2CCOCC2)c1
compound no.	49	50	51	52	53	54	55	56	57
MITF TRPM1 HTS	5	22	-3	.	9	4	-2	9	.
dFosB act	-10	-7	7	3	-2	-2	1	1	-16
Wnt act	0	.	-4	7	3	2	.	-1	.
cardiac RTF act	3	-3	4	0	0	0	9	10	-4
SR-BI uptake up	7	45	-20	-19	-5	-5	10	-6	.
HTR5A ag ctr	-4	2	13*	-7	6	2	2	-9	-3
PvdQ acylase	-12	3	-9	-5	3	-11	-2	-2	4
Rtt109 HAT inh	3	-2	-7	1	-1	-7	7	-3	-13
CDK5 p35 inh	1.1	-0.3	-2.4	1.9	-0.4	-1.5	-0.4	0.6	-0.2
SR-BI DiI inh	-7	-45	20	19	5	5	-10	6	.

# From PubChem BioAssay
